Source: PubChem (National Center for Advancing Translational Sciences (NCATS))
DT40 TDP1 CPT: growth inhibition of DT40 Tdp1-/-;hTDP1 cells with camptothecin (screen for TDP1 inhibitors); AID 686979; Potency, µM (highest dose often 46.2 µM), without a hit: at the top dose activity change, negative = growth inhibition, most hits filed as inhibitors; 420,000 tested, 12% active; chicken DT40 Tdp1-/-;hTDP1 cells + 20 nM CPT, ATP luminescence, 48 h; also: nearly all actives have a fitted effect of over 55% in size
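Chicken DT40 Tdp1-/- cells stably complemented with human TDP1 were seeded at 400 cells/well in medium containing 20 nM camptothecin, exposed to pin-transferred compounds, and grown at 37 °C for at least 48 hr. Viability was read as ATP luminescence.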
KAT2A inh: inhibitors of human GCN5L2 histone acetyltransferase; GCN5L2 HAT assay, ThioGlo1 CoA-SH fluorescence; 390,000 tested, 0.21% active; Potency, µM (series often up to 58.9 µM), for the others: top-dose activity change, negative = inhibition, usual class: inhibitors; Q92830; AID 504327
Target sequence (Q92830 whole entry, looked up): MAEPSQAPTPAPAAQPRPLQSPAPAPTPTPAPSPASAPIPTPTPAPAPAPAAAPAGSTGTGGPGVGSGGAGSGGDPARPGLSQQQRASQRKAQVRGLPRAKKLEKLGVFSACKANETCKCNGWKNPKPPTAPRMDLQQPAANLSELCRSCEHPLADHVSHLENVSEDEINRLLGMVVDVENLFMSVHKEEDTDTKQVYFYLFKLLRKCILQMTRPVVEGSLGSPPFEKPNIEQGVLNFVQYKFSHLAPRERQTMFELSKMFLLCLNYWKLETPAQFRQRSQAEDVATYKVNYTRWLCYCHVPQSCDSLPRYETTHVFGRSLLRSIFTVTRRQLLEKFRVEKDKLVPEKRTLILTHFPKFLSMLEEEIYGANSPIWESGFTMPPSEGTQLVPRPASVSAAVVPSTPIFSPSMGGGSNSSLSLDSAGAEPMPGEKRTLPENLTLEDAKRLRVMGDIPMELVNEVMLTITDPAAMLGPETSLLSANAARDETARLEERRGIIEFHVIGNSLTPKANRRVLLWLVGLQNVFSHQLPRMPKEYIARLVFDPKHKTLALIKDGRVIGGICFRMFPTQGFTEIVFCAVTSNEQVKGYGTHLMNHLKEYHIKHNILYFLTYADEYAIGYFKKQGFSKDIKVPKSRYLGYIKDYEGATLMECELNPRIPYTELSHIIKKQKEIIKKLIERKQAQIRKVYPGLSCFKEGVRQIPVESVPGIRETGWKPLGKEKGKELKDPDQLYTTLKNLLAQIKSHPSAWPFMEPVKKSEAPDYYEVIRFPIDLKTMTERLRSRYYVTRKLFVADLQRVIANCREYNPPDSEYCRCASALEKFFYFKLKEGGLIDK
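Enzyme at 20nM final was mixed with library compounds for 15 min at room temperature. Peptide H3(1-25) at 75uM, acetyl-CoA at 70uM and ThioGlo1 at 50uM were then added. Plates were read immediately and after 20 min (Ex340nm/Em540nm).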
FEN1 inhibitor: inhibitors of human flap endonuclease 1 | Potency, µM (series often up to 114 µM), for inactives: at the highest dose activity change, negative = inhibition, actives largely listed as inhibitors | P39748 | Recombinant FEN1 flap cleavage, fluorescence, 15 min | 390,000 tested, 0.35% active; also: nearly all actives have a fitted effect of over 65% in size
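Recombinant FEN1 (10 nM) was preincubated with pin-transferred compounds for 15 min at room temperature, then flap DNA substrate (50 nM final) was added. Plates were read at 0 and 15 min, and normalized concentration–response data were fitted to a four-parameter Hill equation.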
* marks the source's active call; other numbers are inactive results; u = inconclusive; x = no result given; & = joins results of further samples; ! = not active in a repeat. Calls follow the shape of the dose curve; as a rule, active = well fitted curve in the direction sought with a large enough effect; inconclusive = small, poorly fitted or top-dose-only effect, or another doubt; inactive = no such curve, though single readings can be large; an effect the other way counts as inactive or inconclusive. % is scaled to controls: 0 for no effect and ±100 for the full control effect; potency is read from the fitted curve at half-maximal effect.

SMILES | DT40 TDP1 CPT | KAT2A inh | FEN1 inhibitor
CN1CCN(C(=O)c2ccccc2NC(=O)C(C)(C)C)CC1 | 0% | -2% | 3%
CCN(C(=O)Cn1nc2c3cc(F)ccc3n(Cc3cccc(C)c3)cc-2c1=O)c1cccc(C)c1 | -5% | -1% | 16%
CSc1ccccc1C(=O)NCc1ccccc1C | -14% | -2% | -10%
O=C(Nc1cc(Cl)cc(Cl)c1)c1cccc(OC(F)F)c1 | 18µM* | -3% | -20%
O=C(CSc1nc2ccccc2n1CC(=O)N1CCCC1)Nc1nccs1 | -3% | -8% | -17%
Cc1cc(C)c2oc(C(=O)N3CCN(C)CC3)cc(=O)c2c1 | 2% | -5% | 10%
COc1ccc2c(c1)c(/C=C/c1cc[n+](C)cc1)cn2C | 4.6µM* | -1% | u
COc1cccc(/C=N/NC(=O)c2ccc(N3CCCC3=O)cc2)c1 | u | -7% | -11%
C=CCNC(=O)/C(C#N)=C/c1ccc2c(c1)OCCO2 | 12% | -6% | 4%
NC(=O)CSc1nnc(-c2ccc(O)cc2)n1Cc1ccco1 | 4% | 1% | -13%
COc1cc(C=O)ccc1Oc1nnnn1-c1ccc(C(N)=O)cc1 | -5% | -4% | -4%
Cc1ccc2c(c1)CCCN2C(=O)c1ccc2c(c1)OCO2 | -14% | 1% | -15%
Clc1ccc(-n2ncc3c(N4CCCC4)ncnc32)cc1 | 15% | -1% | 5%
COc1ccc(NC(=O)CN2C(=O)NC3(CCCCCC3)C2=O)cc1Cl | u | -1% | 0%
Cc1ccc(-n2c(C)cc(C(=S)N3CCOCC3)c2C)cc1C | 23µM* | 2% | -14%
CC(C)C(NC(=O)c1ccc(C(C)(C)C)cc1)C(=O)NCc1ccccn1 (configuration not stated) | 9.2µM* | -4% | -8%
N#Cc1cccc(NC(=O)c2ccccc2C(=O)O)c1 | -16% | -20% | -13%
CC(C)(C)C(=O)[C@@H]1[C@@H]2C(=O)N(C3CCCCC3)C(=O)[C@@H]2[C@H]2c3ccccc3C=CN12 | 23µM* | -3% | -3%
CN1CCC2(CC1)CCN(C(=O)c1cccc(F)c1)CC2 | 21% | -6% | x
Cc1cc(C)c(NS(=O)(=O)c2ccc(NC(=O)c3cccs3)cc2)c(C)c1 | -5% | 0% | 8%
CC1CCN(S(=O)(=O)c2ccccc2[N+](=O)[O-])CC1 | -28% | -5% | -4%
COc1ccc(CNS(=O)(=O)c2cc3c4c(c2)C(C)C(=O)N4CCC3)cc1 (configuration not stated) | -27% | -8% | 1%
COc1ccc(Cl)cc1NC(=O)CCCN1C(=O)C(c2ccccc2)Oc2cccnc21 (configuration not stated) | 18µM* | -12% | 10%
COc1ccc(C(=O)c2sc3nc(-c4ccccc4)ccc3c2N)cc1 | -54% | -14% | 5%
CSC(=NCc1ccc(F)cc1)NS(=O)(=O)c1cccs1 | -18% | 1% | -7%
O=C(Nc1ccc(OC(F)(F)F)cc1)C1CCCN(S(=O)(=O)c2cccc3nonc23)C1 (configuration not stated) | -13% | -9% | -4%
CC(=O)c1cccc(NC(=O)C2CCCN(S(C)(=O)=O)C2)c1 (configuration not stated) | 0% | -5% | 12%
Cc1cccc(NS(=O)(=O)c2cc(Cl)ccc2Cl)n1 | 17% | -20% | 24%
Cc1cccc(OCC(=O)N2CCC3(CC2)CC(=O)c2ccccc2O3)c1 | -10% | -3% | 1%
Cc1cc(NC(=O)N2CCC(CN3CCOCC3)CC2)ccc1Br | u | 11% | 16%
CCN(C(=O)COC(=O)CCc1ccc(OC)cc1)c1c(N)n(Cc2ccccc2)c(=O)[nH]c1=O | -25% | -2% | -1%
Cn1c(=O)[nH]c(=O)c2c1nc(SCC(O)CO)n2Cc1ccccc1Cl (configuration not stated) | -5% | -4% | -9%
Cc1ccccc1NC(=O)NC1CCCCC1C (configuration not stated) | 2% | -5% | 0%
Cc1nnc(SCCCn2c(N3CCCCC3)nc3c2c(=O)[nH]c(=O)n3C)s1 | u | u | -2%
COCCCNC(=O)c1ccc(NC(C)=O)cc1 | 10% | -4% | 18%
Clc1ccc2c(NCc3ccco3)ncnc2c1 | 15µM* | 1% | 5%

Given as labelled records: four of the compounds above
Compound: CSC(=NCc1ccc(F)cc1)NS(=O)(=O)c1cccs1
  DT40 TDP1 CPT: -18%
  KAT2A inh: 1%
  FEN1 inhibitor: -7%

Compound: O=C(Nc1ccc(OC(F)(F)F)cc1)C1CCCN(S(=O)(=O)c2cccc3nonc23)C1 (configuration not stated)
  DT40 TDP1 CPT: -13%
  KAT2A inh: -9%
  FEN1 inhibitor: -4%

Compound: CC(=O)c1cccc(NC(=O)C2CCCN(S(C)(=O)=O)C2)c1 (configuration not stated)
  DT40 TDP1 CPT: 0%
  KAT2A inh: -5%
  FEN1 inhibitor: 12%

Compound: Cc1cccc(NS(=O)(=O)c2cc(Cl)ccc2Cl)n1
  DT40 TDP1 CPT: 17%
  KAT2A inh: -20%
  FEN1 inhibitor: 24%

In a second layout: results already given
Structure	DT40 TDP1 CPT	KAT2A inh	FEN1 inhibitor
Cn1c(=O)[nH]c(=O)c2c1nc(SCC(O)CO)n2Cc1ccccc1Cl (configuration not stated)	-5%	-4%	-9%
Cc1cc(NC(=O)N2CCC(CN3CCOCC3)CC2)ccc1Br	u	11%	16%
Cc1cccc(NS(=O)(=O)c2cc(Cl)ccc2Cl)n1	17%	-20%	24%
COCCCNC(=O)c1ccc(NC(C)=O)cc1	10%	-4%	18%
Clc1ccc2c(NCc3ccco3)ncnc2c1	15µM*	1%	5%
CCN(C(=O)COC(=O)CCc1ccc(OC)cc1)c1c(N)n(Cc2ccccc2)c(=O)[nH]c1=O	-25%	-2%	-1%

The listing continues.
SMILES | DT40 TDP1 CPT | KAT2A inh | FEN1 inhibitor
COC(C(=O)Nc1ccc(C(C)=O)cc1)c1ccccc1 (configuration not stated) | -1% | -4% | -3%
Cc1ccc(O)c(CNc2ccc(S(=O)(=O)Nc3nccs3)cc2)c1 | 0% | -4% | -5%
Cc1cc(OCC(=O)N2CCC(O)(c3ccc(Cl)cc3)CC2)c2c(C)cc(=O)oc2c1 | -40% | -10% | 11%
NC(=O)CNC(=O)[C@@H]1CC2(CC(c3ccc(Cl)cc3)=NO2)CN1C(=O)c1ccccc1 (some centres not stated) | -2% | -1% | 9%
O=C1C=Cc2ccccc2/C1=C/c1[nH]c(=O)[nH]c1O | -6% | -9% | 12%
Cc1ccc(-c2nc(CS(=O)CC(=O)NC3CC3)c(C)o2)cc1 (configuration not stated) | -6% | 1% | -24%
CCCCC/C=C\C/C=C\C/C=C\CCCCC(=O)O | -15%&-4% | 14µM*! | -1%
Cc1cccc(N2CCN(S(=O)(=O)c3ccc(-c4cnc(C5CC5)o4)cc3)CC2)c1C | 18µM* | 3% | 8%
O=S(=O)(c1ccc(Br)cc1)N1CCn2c(nc3ccccc32)C1 | 0% | -12% | 1%
CC(C)N(C(=O)CO/N=C/c1cccc([N+](=O)[O-])c1)C(C)C | u | -4% | 14%
Cn1cc(-c2nc3cnc(N4CCOCC4)nc3n(C3CC3)c2=O)c2ccccc21 | -4% | -5% | x
COc1ccc(CCNc2nc(-c3cccnc3)nc3ccccc23)cc1OC | 13µM* | -24% | 4%
COC(=O)COc1cc(=O)oc2ccc(NS(=O)(=O)c3ccccc3)cc12 | 2% | -7% | 14%
COc1cccc(CSc2nc3cc4c(cc3cc2C)OCCO4)c1 | u | -11% | -5%
COc1ccc(C(c2sc3nc(C)nn3c2O)N2CCCCC2)cc1 (configuration not stated) | -19% | -3% | -10%
COc1ccc(CNC(=O)c2cnc(N3CCOCC3)c3ccccc23)cc1 | u | -10% | 3%
COc1ccc(NC2CCCN(C(=O)CSc3ccccn3)C2)cc1OC (configuration not stated) | -21% | -11% | 11%
Cc1c(NC(=O)c2cccc(NC(=O)COc3ccc(C#N)cc3)c2)c(=O)n(-c2ccccc2)n1C | -9% | -15% | -2%
O=C(COC(=O)/C=C/c1ccc(F)cc1)Nc1cc(C(F)(F)F)ccc1N1CCOCC1 | 18% | -11% | 4%
Cn1nc(C(F)(F)F)c2cc(C(=O)Nc3ccc(C(F)(F)F)cc3)sc21 | u | -20% | -11%
CCc1nc2n(n1)C(O)c1cc([N+](=O)[O-])ccc1S2 (configuration not stated) | 3% | -3% | -3%
Cc1ccc(NC(=O)CCN2CCC(Cc3ccccc3)CC2)cc1 | 8% | -6% | 18%
CCCCS/C(=C(/C#N)C(N)=O)c1cc2c([nH]1)CCCC2 | 21µM* | -12% | -17%
O=C(CCn1c(=O)c2cccn2c2cccnc21)N1CCN(c2ccc(F)cc2)CC1 | 15µM* | -3% | 4%

Gathered by group: the compounds so far with bromine (two)
SMILES | DT40 TDP1 CPT | KAT2A inh | FEN1 inhibitor
Cc1cc(NC(=O)N2CCC(CN3CCOCC3)CC2)ccc1Br | u | 11% | 16%
O=S(=O)(c1ccc(Br)cc1)N1CCn2c(nc3ccccc32)C1 | 0% | -12% | 1%

The list goes on.
SMILES | DT40 TDP1 CPT | KAT2A inh | FEN1 inhibitor
Cc1cccc(NC(=O)Cn2nnc(-c3ccc(CN4CCCC4)cc3)n2)c1C | -16% | 3% | -9%
COc1cccc(CN2CCN(C(=O)c3ccco3)CC2)c1OC | -2% | x | 5%
O=C(Cn1cnc2ccccc21)N1CCc2ccccc21 | -1% | -5% | 20%
O=C1CSC(=Nc2ccc(O)cc2)N1 | 0% | -11% | -5%
CC1=C[C@H](C)[C@H](c2c(F)cccc2Cl)CC1=O | -10% | -2% | -3%&-2%
Cc1cccc(NC(=O)c2nc[nH]c2C(=O)Nc2cccc(C)c2)c1 | u | -5% | -1%
CCCc1cc(C(=O)NCc2cccnc2)no1 | -4% | -3% | -3%
O=C(COC(=O)/C=C/c1ccc([N+](=O)[O-])cc1)NCc1ccc2c(c1)OCO2 | -11% | 0% | 5%
Cn1ccsc1=NC(=O)c1cccc(C#N)c1 | 0% | -15% | -6%
CCC1(O)c2ccccc2-c2ncccc21 (configuration not stated) | -22% | 1% | -9%
C=CCNc1nnc(Cc2ccc(C(C)C)cc2)c(=O)[nH]1 | 7.3µM* | -6% | 3%
CC(C)(C)Nc1c([N+](=O)[O-])c(=O)sc2ccccc12 | -6% | 0% | -1%

Structures listed so far that have a CF3 group:
SMILES | DT40 TDP1 CPT | KAT2A inh | FEN1 inhibitor
O=C(Nc1ccc(OC(F)(F)F)cc1)C1CCCN(S(=O)(=O)c2cccc3nonc23)C1 (configuration not stated) | -13% | -9% | -4%
O=C(COC(=O)/C=C/c1ccc(F)cc1)Nc1cc(C(F)(F)F)ccc1N1CCOCC1 | 18% | -11% | 4%
Cn1nc(C(F)(F)F)c2cc(C(=O)Nc3ccc(C(F)(F)F)cc3)sc21 | u | -20% | -11%

Other results
SMILES | DT40 TDP1 CPT | KAT2A inh | FEN1 inhibitor
CC1(C)Cc2c(cnn2-c2ccccc2)C(NC(=O)CCc2ccncc2)C1 (configuration not stated) | -30% | 11% | -3%
COc1ccc(CC(=O)OCC(=O)NC2CC2)cc1 | 0% | -5% | 3%
CC1CCCN(CCCNC(=O)C2CCN(S(=O)(=O)N3CCC4(CC3)OCCO4)CC2)C1 (configuration not stated) | 1% | -6% | -14%
N#CCCNc1c(Cl)cc(Cl)cc1C(=O)O | -4% | -2% | -2%
Cc1ccc(S(=O)(=O)c2cn(Cc3ccc(F)cc3)c3cc(F)c(F)cc3c2=O)cc1 | 0% | 0% | 1%
COc1ccccc1-c1cc(C(=O)N/N=C/c2cccs2)c2ccccc2n1 | u | -8% | -1%
CCCSc1nc(N2CCCC2)c2c(c1C#N)CC(C)(C)OC2 | u | 3% | -11%

These rows are one share of the data; the hit share may differ from the screen's.
